Large T inhibition: SV40 large T antigen inhibitors, biochemical (AID 1903); SV40 large T antigen ATPase/helicase inhibition assay; higher % means a stronger effect; inhibition, % at 20 µM; hits with a dose series show IC50 in µM; hit rate 0.39% among 310,000; in the data active = a potency from the dose series; inconclusive = inhibition mostly from about 32% at the one dose, without a potency; inactive = the rest, 99 in 100 with inhibition below about 32%; note: strong numbers were not always called active
West Nile antiviral: inhibition of WNV-induced cytopathic effect – cell-based, CPE readout (AID 1621); hit rate 0.02% among 290,000; CPE inhibition, % at 10 µM; hits with a dose series show IC50 in µM; West Nile virus-infected cells, CPE inhibition; higher % means a stronger effect; in the data active = a potency from the dose series; inconclusive = CPE inhibition mostly from about 3.7% at the one dose, without a potency; inactive = the rest, 99 in 100 with CPE inhibition below about 2.2%; note: strong numbers were not always called active
MgcRacGAP inhibition: MgcRacGAP GTPase-activating activity inhibitors, confirmation, biochemical, ADP Hunter fluorescence; MgcRacGAP-stimulated Rac1 GTP hydrolysis, ADP Hunter fluorescence; higher % means a stronger effect; GST-tagged Rac1 F28L mutant substrate; hit rate 0.6% among 340,000; one-dose inhibition, % at 30 µM; IC50 in µM for titrated hits; AID 624330;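 active = first-screen hits whose inhibition reached a set limit at any dose in the follow-up dose series; inconclusive = inhibition above the set first-screen limit but never retested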;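 note: fluorescence reports GDP produced by GAP-driven GTP hydrolysis; strong numbers were not always called active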
NS5 inhibitors: flavivirus cap methylation enzyme inhibition – biochemical, confirmation dose response, primary screen (AID 588689). Dengue-2 NS5 methyltransferase capping enzyme assay, biochemical; higher % means a stronger effect. one-dose inhibition, % at 25 µM; IC50 in µM for titrated hits. hit rate 0.3% among 340,000; in the data active = a potency from the dose series; inconclusive = inhibition above about 29% without an active follow-up result
RSV CPE inhibition: RSV antiviral activity via CPE protection, HEp-2 cells, primary 10 µM value included (AID 2391); HEp-2 cells, RSV-induced CPE inhibition; higher % means a stronger effect; CPE inhibition, % at 10 µM; hits with a dose series show IC50 in µM; hit rate 0.13% among 310,000; in the data active = a potency from the dose series; inconclusive = CPE inhibition mostly from about 23% at the one dose, without a potency; inactive = the rest, 99 in 100 with CPE inhibition below about 21%; note: strong numbers were not always called active
Siah-1 displacement: blockers of Siah-1 interaction with plectin peptide – biochemical, fluorescence polarization, rhodamine-plectin, uHTS, primary screen (AID 1817). Siah-1 / rhodamine-plectin peptide fluorescence polarization; higher % means a stronger effect. displacement, % at 20 µM, or IC50 in µM where a hit was titrated. hit rate 0.02% among 290,000;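 active = displacement of at least 50% at 20 µM, with a fluorescence ratio check between 0.3 and a set limit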;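 note: plate controls were Siah plus tracer with DMSO for no effect and tracer alone without Siah for full effect; strong numbers were not always called active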
UTI89 phage lysis: inhibition of K1F phage lysis, E. coli UTI89, bacterial capsule biogenesis inhibitors, alamar blue (AID 488966). E. coli UTI89 K1F phage lysis, alamar blue, 2 h; higher % means a stronger effect. hit rate 0.02% among 340,000. inhibition, % at 100 µM; hits with a dose series show IC50 in µM;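 active = phage lysis inhibition, versus mean bacterial control, above a set limit; inconclusive = no clear call, values can overlap the other calls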;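 note: capsule biogenesis inhibitors block K1F phage lysis so surviving cells raise fluorescence; higher fluorescence means more inhibition of phage lysis; actives were called in the ten point dose series up to 300 µM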
AID2073: inhibitors of Mint1-CaV2.2 protein interaction, biochemical, HTRF (AID 2073) | HTRF protein-protein interaction, Mint1-CaV2.2; higher % means a stronger effect | inhibition, % at 20 µM, or IC50 in µM where a hit was titrated | hit rate 0.19% among 290,000; in the data active = inhibition mostly above about 51%, no sharp cut-off; inconclusive = no clear call, values can overlap the other calls; inactive = mostly below about 53%; note: some results filed as inactive read as strong as hits
NTR1 ag: NTR1-driven beta-arrestin-GFP spot formation – imaging, U2OS cells, high content, primary screen (AID 493036) | P30989 | agonist mode | activation, % at 20 µM | hit rate 0.17% among 330,000;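 active = activation at or above 40% of the spot to cytoplasm intensity ratio, with at least 20 cells analyzed; inconclusive = wells under 20 cells, flagged as cytotoxic or low count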;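 note: 0% = DMSO without peptide and 100% = 100 nM NTR1 peptide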
Target sequence (P30989 whole entry, looked up): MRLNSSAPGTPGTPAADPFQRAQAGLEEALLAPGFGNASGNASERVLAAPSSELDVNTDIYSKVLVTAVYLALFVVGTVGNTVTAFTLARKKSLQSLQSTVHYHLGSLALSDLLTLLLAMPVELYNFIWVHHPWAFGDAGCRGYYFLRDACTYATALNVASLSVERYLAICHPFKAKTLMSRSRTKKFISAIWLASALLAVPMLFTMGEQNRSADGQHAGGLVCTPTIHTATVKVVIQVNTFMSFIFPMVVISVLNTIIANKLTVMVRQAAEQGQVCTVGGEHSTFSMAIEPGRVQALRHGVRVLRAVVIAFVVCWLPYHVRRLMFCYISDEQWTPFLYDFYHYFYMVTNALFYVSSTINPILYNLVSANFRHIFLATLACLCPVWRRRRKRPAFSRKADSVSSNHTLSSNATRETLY
NTR1 ag cell count 20 µM: recorded beside NTR1 ag, whose call it bears; cell count; measured here: cell count, cytotoxicity flag
* marks the source's active call; other numbers are inactive results; [ ] = dose if it differs, or a comment. Compounds as they come. Share with any hit: about 1.6%.

For O=C(NCC(c1ccco1)N1CCCC1)c1cccc(S(=O)(=O)Nc2ccc(Br)cc2)c1 (stereo not drawn) the results were Large T inhibition 11%, West Nile antiviral -0.1%, MgcRacGAP inhibition 10%, NS5 inhibitors 0%, RSV CPE inhibition 3.3%, Siah-1 displacement -1%, UTI89 phage lysis -0.1%, AID2073 10%, NTR1 ag 1.7 and NTR1 ag cell count 20 µM 44.
For O=C(Nc1ccc2c(c1)OCO2)c1cnn2cccnc12 the results were Large T inhibition 16%, West Nile antiviral -0.1%, MgcRacGAP inhibition 14%, NS5 inhibitors 6%, RSV CPE inhibition -0.1%, Siah-1 displacement -1%, UTI89 phage lysis -0.3%, AID2073 -1%, NTR1 ag -1.4 and NTR1 ag cell count 20 µM 54.
CCOC(=O)c1c(-n2cnnn2)sc2c1CCCC2 was read as Large T inhibition 2%, West Nile antiviral 0.0%, MgcRacGAP inhibition 1%, NS5 inhibitors -1%, RSV CPE inhibition 0.4%, Siah-1 displacement 2%, UTI89 phage lysis 0.6%, AID2073 -4%, NTR1 ag -0.7 and NTR1 ag cell count 20 µM 41.
`Cc1ccc(OCC(=O)N/N=C2/SCC(=O)N2Cc2ccco2)cc1` gave Large T inhibition 8%, West Nile antiviral -0.3%, MgcRacGAP inhibition 3%, NS5 inhibitors -7%, RSV CPE inhibition 1.5%, Siah-1 displacement -5%, UTI89 phage lysis 0.4%, AID2073 5%, NTR1 ag -0.3 and NTR1 ag cell count 20 µM 38.
Screening CC(NC(=O)C(=O)NN=C1CCCC1)c1ccccc1 (stereo not drawn) returned Large T inhibition -2%, West Nile antiviral 0.0%, MgcRacGAP inhibition 3%, NS5 inhibitors -5%, RSV CPE inhibition -0.4%, Siah-1 displacement 0%, UTI89 phage lysis -0.2%, AID2073 0%, NTR1 ag -1.1 and NTR1 ag cell count 20 µM 38.
`Cc1ccc(C(=O)NN2C(=O)CSC2=S)cc1` gave Large T inhibition 4%, West Nile antiviral 0.8%, MgcRacGAP inhibition -8%, NS5 inhibitors 6%, RSV CPE inhibition 0.8%, Siah-1 displacement -2%, UTI89 phage lysis 0.0%[50 µM], AID2073 inconclusive, NTR1 ag 2.0 and NTR1 ag cell count 20 µM 56.
Cc1ccc2cc(NC(=O)c3ccc(C(C)(C)C)cc3)ccc2n1 was read as Large T inhibition 5%, West Nile antiviral 0.7%, MgcRacGAP inhibition 11%, NS5 inhibitors 3%, RSV CPE inhibition 18%, Siah-1 displacement -2%, UTI89 phage lysis 0.0%, AID2073 20%, NTR1 ag 17 and NTR1 ag cell count 20 µM 86.
COc1ccc(S(=O)(=O)NNc2nc(C)cc(C)n2)cc1Br was read as Large T inhibition 15%, MgcRacGAP inhibition 5%, NS5 inhibitors -4%, RSV CPE inhibition 4.8%, UTI89 phage lysis -1.4%, NTR1 ag 0.9 and NTR1 ag cell count 20 µM 77.
COc1ccccc1/C=C(/CC(=O)NCc1ccc(F)cc1)c1nc2ccccc2s1 was read as Large T inhibition 2%, West Nile antiviral -1.5%, MgcRacGAP inhibition 0%, NS5 inhibitors -5%, RSV CPE inhibition 14%, Siah-1 displacement 10%, UTI89 phage lysis 8.7%, AID2073 22%, NTR1 ag 3.8 and NTR1 ag cell count 20 µM 58.
For O=C(NCCS(=O)(=O)c1ccc(Br)cc1)c1ccc(Cl)cc1Cl the results were Large T inhibition 13%, West Nile antiviral -0.9%, MgcRacGAP inhibition 6%, NS5 inhibitors -1%, RSV CPE inhibition 2.6%, Siah-1 displacement -2%, UTI89 phage lysis 1.5%[50 µM], AID2073 -11%, NTR1 ag 0.5 and NTR1 ag cell count 20 µM 45.
Screening CCN(CC)c1ccc(CN2CCCCCC2)cc1 returned Large T inhibition 6%, West Nile antiviral -0.7%, MgcRacGAP inhibition 10%, NS5 inhibitors 0%, RSV CPE inhibition -1.7%, Siah-1 displacement -1%, UTI89 phage lysis -0.3%, AID2073 -14%, NTR1 ag -0.5 and NTR1 ag cell count 20 µM 44.
Screening CC12CCC(C(=O)N(CC(=O)O)C1=O)C2(C)C (stereo not drawn) returned Large T inhibition 2%, West Nile antiviral 0.1%, MgcRacGAP inhibition 2%, RSV CPE inhibition -1.6%, Siah-1 displacement 8%, UTI89 phage lysis 0.0%, AID2073 -3%, NTR1 ag 0.4 and NTR1 ag cell count 20 µM 41.
Cc1nc2cc(NC(=O)c3cccc(S(C)(=O)=O)c3)ccc2o1 was read as Large T inhibition -1%, West Nile antiviral 0.2%, MgcRacGAP inhibition 4%, NS5 inhibitors 3%, RSV CPE inhibition 2.1%, Siah-1 displacement 1%, UTI89 phage lysis -0.1%, AID2073 8%, NTR1 ag 1.0 and NTR1 ag cell count 20 µM 52.
`O=C1CCCN1CCC(=O)N1CCCC(Nc2ccc(F)c(F)c2)C1` (stereo not drawn) gave Large T inhibition 4%, West Nile antiviral 0.1%, MgcRacGAP inhibition 8%, NS5 inhibitors -8%, RSV CPE inhibition 2.8%, Siah-1 displacement 5%, UTI89 phage lysis 0.1%, AID2073 2%, NTR1 ag -0.6 and NTR1 ag cell count 20 µM 71.
O=C(NCc1cc(C(F)(F)F)ccc1F)C1CCC(=O)N(C2CCCCCC2)C1 (stereo not drawn) was read as Large T inhibition 8%, West Nile antiviral -0.6%, MgcRacGAP inhibition 7%, NS5 inhibitors 0%, RSV CPE inhibition 5.7%, Siah-1 displacement 6%, UTI89 phage lysis -0.1%, AID2073 -10%, NTR1 ag 2.4 and NTR1 ag cell count 20 µM 61.
O=C(NCCCCc1ccccc1)c1ccccc1F was read as Large T inhibition 7%, West Nile antiviral -0.6%, MgcRacGAP inhibition 12%, RSV CPE inhibition 5.8%, Siah-1 displacement 8%, UTI89 phage lysis 1.5%, AID2073 17%, NTR1 ag -0.9 and NTR1 ag cell count 20 µM 64.
`CCCCn1c(N)c(N(CC(C)C)C(=O)c2cc(S(=O)(=O)N3CCOCC3)ccc2Cl)c(=O)[nH]c1=O` gave Large T inhibition 12%, MgcRacGAP inhibition 7%, NS5 inhibitors -4%, RSV CPE inhibition -1.9%, UTI89 phage lysis 0.7%[50 µM], NTR1 ag 0.1 and NTR1 ag cell count 20 µM 76.
For CCC(C)(C)NC(=O)c1cc([N+](=O)[O-])ccc1N1CCCCC1 the results were Large T inhibition 9%, West Nile antiviral -1.1%, MgcRacGAP inhibition 11%, NS5 inhibitors -1%, RSV CPE inhibition 1.0%, Siah-1 displacement 8%, UTI89 phage lysis 2.8%, AID2073 -12%, NTR1 ag 4.2 and NTR1 ag cell count 20 µM 78.
`Cc1cc(SCC(=O)c2cccs2)nc2c(C)cccc12` gave Large T inhibition 8%, MgcRacGAP inhibition 4%, NS5 inhibitors 7%, RSV CPE inhibition -1.6%, Siah-1 displacement -2%, UTI89 phage lysis 2.8%, AID2073 4%, NTR1 ag 4.2 and NTR1 ag cell count 20 µM 69.
Screening O=C(NC1CC1)C1=C[C@H](c2ccc3c(c2)OCO3)C[C@H](OCc2ccc(CO)cc2)O1 returned Large T inhibition 6%, West Nile antiviral -0.2%, MgcRacGAP inhibition 6%, NS5 inhibitors -8%, RSV CPE inhibition 0.0%, Siah-1 displacement 7%, UTI89 phage lysis 0.4%, AID2073 7%, NTR1 ag -4.7 and NTR1 ag cell count 20 µM 101.
CCN(CC)S(=O)(=O)c1ccc(N/N=C/c2cc(OC)c(OC)cc2OC)nc1 was read as Large T inhibition 17%, West Nile antiviral 0.5%, MgcRacGAP inhibition 4%, NS5 inhibitors -5%, RSV CPE inhibition 3.0%, Siah-1 displacement 7%, UTI89 phage lysis 0.0%, AID2073 22%, NTR1 ag 1.2 and NTR1 ag cell count 20 µM 57.
COc1ccc(S(=O)(=O)Nc2cccc(SC)c2)cc1OC was read as Large T inhibition 3%, West Nile antiviral -0.1%, MgcRacGAP inhibition 9%, NS5 inhibitors -10%, RSV CPE inhibition 1.1%, Siah-1 displacement 8%, UTI89 phage lysis 0.1%, AID2073 3%, NTR1 ag -1.8 and NTR1 ag cell count 20 µM 83.
Screening COc1nc(OCC#N)nc(N(C)C)n1 returned Large T inhibition 0%, West Nile antiviral -0.1%, MgcRacGAP inhibition 13%, NS5 inhibitors 1%, RSV CPE inhibition 4.7%, Siah-1 displacement -7%, UTI89 phage lysis 0.2%, AID2073 -2%, NTR1 ag 2.2 and NTR1 ag cell count 20 µM 32.
CCCCCCCCCC(=O)N/N=C/c1ccc(C)s1 was read as Large T inhibition 6%, West Nile antiviral 0.2%, MgcRacGAP inhibition 6%, NS5 inhibitors -3%, RSV CPE inhibition 0.1%, Siah-1 displacement -6%, UTI89 phage lysis 0.1%, AID2073 -9%, NTR1 ag 13 and NTR1 ag cell count 20 µM 88.
`O=C(O)CCCC(=O)Nc1nc(-c2ccccc2)cs1` gave Large T inhibition 1%, West Nile antiviral -0.2%, MgcRacGAP inhibition 7%, NS5 inhibitors -3%, RSV CPE inhibition 2.8%, Siah-1 displacement -2%, UTI89 phage lysis -0.1%, AID2073 6%, NTR1 ag -0.5 and NTR1 ag cell count 20 µM 55.
For Cc1cccc(NC(=O)C2CCCN(S(=O)(=O)c3ccc4c(c3)oc(=O)n4C)C2)c1 (stereo not drawn) the results were Large T inhibition 3%, West Nile antiviral -0.5%, MgcRacGAP inhibition 6%, NS5 inhibitors -2%, RSV CPE inhibition 2.1%, Siah-1 displacement 0%, UTI89 phage lysis 0.1%, AID2073 0%, NTR1 ag -0.5 and NTR1 ag cell count 20 µM 47.
`Cc1cc(NC(=O)CSc2cn(CCNC(=O)c3ccc(F)cc3)c3ccccc23)no1` gave Large T inhibition 1%, West Nile antiviral -0.3%, MgcRacGAP inhibition 8%, NS5 inhibitors 2%, RSV CPE inhibition 1.6%, Siah-1 displacement 6%, UTI89 phage lysis 1.1%, AID2073 17%, NTR1 ag 0.1 and NTR1 ag cell count 20 µM 53.
Screening OC(C#Cc1ccccn1)c1cccs1 (stereo not drawn) returned Large T inhibition 13%, West Nile antiviral -0.1%, MgcRacGAP inhibition 14%, NS5 inhibitors 2%, RSV CPE inhibition 1.3%, Siah-1 displacement 3%, UTI89 phage lysis -1.6%, AID2073 -5%, NTR1 ag 2.8 and NTR1 ag cell count 20 µM 51.
For Clc1ccc(CNC2CCN(Cc3ccccc3)CC2)cc1 the results were Large T inhibition 2%, West Nile antiviral -1.1%, MgcRacGAP inhibition 15%, NS5 inhibitors -2%, RSV CPE inhibition -1.8%, Siah-1 displacement 1%, UTI89 phage lysis 1.1%, AID2073 5%, NTR1 ag 0.3 and NTR1 ag cell count 20 µM 64.
